From PubChem
RGS4 inh: RGS4 inhibitors, primary screen, cell-based, HEK293 M3R inducible RGS4, calcium flux. Fluo-4 calcium flux; active compounds read high; triggered by carbachol at its EC20. 310,000 compounds, 0.45% hits. B-score at 10 µM. Regulator of G-protein signaling 4 (Homo sapiens), P49798;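 active means B-score, a plate-corrected calcium signal, over three deviations above library mean, with baseline fluorescence within five deviations of library mean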;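 further: RGS4 expression induced by doxycycline in cells with stable M3 receptor; B-score is computed from the integrated fluorescence ratio over baseline after carbachol; higher B-score means a larger calcium signal and so more RGS4 inhibition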
Target sequence (P49798 whole entry, looked up): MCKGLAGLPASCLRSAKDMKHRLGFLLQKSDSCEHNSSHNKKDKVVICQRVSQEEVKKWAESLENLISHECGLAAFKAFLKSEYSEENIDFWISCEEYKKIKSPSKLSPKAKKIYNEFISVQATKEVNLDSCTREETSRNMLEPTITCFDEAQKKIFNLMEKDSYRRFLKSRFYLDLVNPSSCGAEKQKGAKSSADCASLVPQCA
TMEM16A act: TMEM16A chloride channel activators or potentiators, primary screen, cell-based, HTS | Anoctamin-1 (Mus musculus), Q8BHY3 | HEK293 TMEM16A/YFP-H148Q/I152L, iodide quench fluorescence; active compounds read low | B-score at 10 µM | 340,000 compounds, 0.3% hits | AID 623877, 2012;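 active means fluorescence-ratio B-score plate-corrected deviation score at least 3 library SD below zero, with starting fluorescence score within 5 deviations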;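 further: channel opened by trigger with iodide after compound preincubation; score built on the fluorescence ratio of max minus min over baseline; more negative score means more quench and so TMEM16A activation or potentiation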
KCNQ1 inh: inhibitors of human KCNQ1 channel, primary screen, cell-based, thallium flux, high-throughput | CHO-K1 KCNQ1, FluxOR thallium flux fluorescence; active compounds read high | 310,000 compounds, 1.3% hits | B-score at 10 µM | Potassium voltage-gated channel subfamily KQT member 1 (Homo sapiens), P51787 | AID 2642, 2010;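 active means compounds whose thallium flux B-score, printed positive for inhibition, exceeds three library SD while starting fluorescence stays within three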;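 further: channel opened by potassium depolarization with thallium stimulus after 20 min compound exposure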
Target sequence (P51787 whole entry, looked up): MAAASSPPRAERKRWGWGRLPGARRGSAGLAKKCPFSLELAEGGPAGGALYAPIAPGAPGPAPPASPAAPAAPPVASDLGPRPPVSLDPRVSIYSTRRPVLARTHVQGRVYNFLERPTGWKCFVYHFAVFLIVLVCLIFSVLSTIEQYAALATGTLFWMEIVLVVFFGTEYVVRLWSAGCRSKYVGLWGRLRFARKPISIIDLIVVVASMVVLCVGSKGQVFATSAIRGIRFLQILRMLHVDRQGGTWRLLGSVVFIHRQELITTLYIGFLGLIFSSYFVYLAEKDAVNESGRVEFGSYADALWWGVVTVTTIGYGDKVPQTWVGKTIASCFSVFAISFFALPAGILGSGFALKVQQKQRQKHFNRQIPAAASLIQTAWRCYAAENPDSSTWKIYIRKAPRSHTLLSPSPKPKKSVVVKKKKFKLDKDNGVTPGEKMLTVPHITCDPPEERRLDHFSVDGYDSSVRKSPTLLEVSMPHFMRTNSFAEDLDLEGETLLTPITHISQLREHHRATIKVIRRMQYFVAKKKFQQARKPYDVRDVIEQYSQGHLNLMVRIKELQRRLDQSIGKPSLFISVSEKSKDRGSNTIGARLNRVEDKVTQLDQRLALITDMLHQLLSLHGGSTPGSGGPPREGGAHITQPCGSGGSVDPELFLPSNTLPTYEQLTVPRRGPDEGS
hERG rescue: hERG rescue from dofetilide block, primary screen, cell-based, CHO-hERG, FluxOR thallium flux, dofetilide IC70; dofetilide IC70 present; activation (rescue from dofetilide block), less the hit threshold, % at 10 µM; 310,000 compounds, 0.51% hits; AID 1511, 2009;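 active means activation above the mean of controls blocked by dofetilide plus 5 SD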;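 further: thallium influx through hERG after potassium depolarization seen as dye fluorescence rise; in these data hits start at about 4.7%; inactives centre near -7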
KCNK3 block: human KCNK3 channel inhibitors, primary screen, CHO cells, FluxOR thallium flux, B-score. 340,000 compounds, 0.84% hits. AID 602410, 2012. FluxOR fluorescence; active compounds read low. B-score at 10 µM. Potassium channel subfamily K member 3 (Homo sapiens), O14649;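 active means B-score under library mean minus 4 SD, starting fluorescence ratio at most library mean plus 5 SD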;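 further: more negative B-score means stronger inhibition of thallium flux through KCNK3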
MrgX1 allo act: positive allosteric modulators of MrgX1, primary screen, HEK293 cells, Fluo-4 calcium flux | Mas-related G-protein coupled receptor member X1 (Homo sapiens), Q96LB2 | FDSS; active compounds read high | B-score at 10 µM | 310,000 compounds, 0.63% hits | AID 588675, 2011;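 active means plate-corrected calcium response at least 3 library SD above typical, normal starting fluorescence, not activating the receptor alone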;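 further: compound read alongside a low EC10 to EC30 dose of BAM8-22 agonist; peak minus trough fluorescence over baseline measured at the second addition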
KCNQ1 act: potentiators or activators of KCNQ1 channel, primary screen, cell-based, thallium flux, high-throughput. Potassium voltage-gated channel subfamily KQT member 1 (Homo sapiens), P51787. CHO-K1 KCNQ1, thallium flux FluxOR fluorescence; active compounds read high. B-score at 10 µM. 310,000 compounds, 0.35% hits;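 active means fluorescence ratio B-score, a plate-corrected score, at least three library SD, with initial intensity B-score within 5 SD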
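Assay system: CHO-K1 cells stably expressing KCNQ1. Medium: assay buffer for compound exposure, DMSO matched across wells. Timing: 37 °C overnight plating, 90-min dark dye load, 20-min compound pretreatment. Signal: kinetic FluxOR fluorescence, 10 s baseline plus 110 s post-stimulus.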
RGS4 pot: RGS4 potentiators or activators, primary screen, cell-based, HEK293 M3R inducible RGS4, calcium flux; carbachol calcium flux Fluo4; active compounds read low; B-score at 10 µM; 310,000 compounds, 0.92% hits;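 active means B-score of the integrated calcium signal more than 4 SD below the library mean, with starting fluorescence not abnormally high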;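 further: negative B-score means reduced calcium response which marks RGS4 activation or potentiation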
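Assay system: HEK293 FlpIn-TREx cells, stable M3R, doxycycline-inducible RGS4 / Probe or stimulus: carbachol, ECmax concentration / Times: overnight RGS4 induction, 30 min dye load 37 °C, 20 min compound RT / Signal: kinetic calcium fluorescence imaging with Fluo4-AM dye, 2 µM / Measure: Agonist-evoked peak-minus-minimum fluorescence over baseline, integrated ratio, B score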
MrgX1 agonist: agonists of human MrgX1 receptor, primary screen, HEK293 cells, Fluo-4 calcium flux; B-score at 10 µM; 310,000 compounds, 0.44% hits; Fluo-4 calcium fluorescence, agonist mode; active compounds read high;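 active means calcium response B-score plate-corrected fluorescence ratio at least 3 library SD, with starting fluorescence B-score inside 5 SD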
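System: HEK293 cells stably expressing human MrgX1 receptor; Dosing: test compound in the initial addition of three; Schedule: overnight plating, then 30 min 37 °C plus 30 min room-temperature dye loading; Detection: kinetic calcium dye fluorescence, Fluo-4 NW; Controls: per-plate positive and negative controls for Z′ factor.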
KCNK9 inh: KCNK9 potassium channel inhibitors, primary screen, HEK293 cells, thallium flux. FluxOR thallium flux fluorescence; active compounds read low. B-score at 10 µM. 310,000 compounds, 1.2% hits. AID 488922, 2010;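 active means ratio B-score over 3 SD below the library mean, with starting fluorescence within 5 SD of its mean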;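 further: negative B-score means less thallium flux so channel inhibition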
TMEM16A inh: TMEM16A chloride channel inhibitors, primary screen, cell-based, HTS; Anoctamin-1 (Mus musculus), Q8BHY3; 310,000 compounds, 1.2% hits; normalized B-score (activity score, 25-100; higher = stronger inhibition) at 10 µM; HEK293 TMEM16A/YFP iodide influx fluorescence, ionomycin;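 active means ratio plate-corrected score three or more library SD toward inhibition, starting fluorescence score within five deviations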;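 further: score derived from kinetic fluorescence span divided by baseline fluorescence per well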
An asterisk follows results filed as active; i = inactive; nt = no result given.

item	mol	RGS4 inh	TMEM16A act	KCNQ1 inh	hERG rescue	KCNK3 block	MrgX1 allo act	KCNQ1 act	RGS4 pot	MrgX1 agonist	KCNK9 inh	TMEM16A inh
1	CC(=O)N1[C@@H]2CC3C4CC=C5C[C@@H](O)CC[C@]5(C)C4CC[C@]3(C)[C@@]21C(C)=O (some centres not stated)	i	i	i	-8	i	i	i	i	i	i	i
2	Cc1ccc(C(=O)CC2(O)C(=O)N(Cc3ccccc3Cl)c3ccccc32)o1 (configuration not stated)	i	i	i	-6	i	i	i	i	i	i	i
3	CCCCc1ccc(NC(=O)C(=O)NCCN2CCN(C(=O)c3ccc([N+](=O)[O-])cc3)CC2)cc1	i	i	i	-15	i	i	i	i	i	i	i
4	Cc1ccc2cc(C#N)c(N3CCCN(C(=O)C4CCCO4)CC3)nc2c1C (configuration not stated)	i	i	i	-30	i	i	i	i	i	i	i
5	OCCNCc1cccc(OCc2ccc(Cl)cc2)c1	i	i	i	-12	i	i	i	i	i	i	i
6	Cc1ccc(CNC(=O)c2nccnc2C(=O)O)cc1	i	i	i	-5	i	i	i	i	i	i	i
7	Brc1ccc(CN2C3=NCCCN3c3ccccc32)cc1	i	i	i	-12	i	i	i	i	i	i	i
8	NS(=O)(=O)c1ccc(NC(=O)COC(=O)c2ccc(Cl)nc2)cc1	i	i	i	-11	i	i	i	i	i	i	i
9	C=CCNC(=S)NNC(=O)c1cccc(Br)c1	i	i	i	-5	i	i	i	i	i	i	i
10	COc1ccc(C2=NN(C(=O)/C=C/c3ccccc3)C(c3ccccc3)C2)c(OC(C)=O)c1 (configuration not stated)	i	i	i	-9	i	i	i	i	i	i	i
11	Cc1ccc(-c2nnn(CC(=O)N(CC(=O)NC3CCCC3)c3ccc(F)cc3)n2)o1	i	i	i	-10	i	i	i	i	i	i	i
12	CCOC(=O)Cn1c(C)nc2ccccc21	i	i	i	-8	i	i	i	i	i	i	i
13	Cc1ccc(/C=N/n2c(-c3ccco3)n[nH]c2=S)cc1	i	i	i	-6	i	i	i	i	i	i	i
14	Cc1c(C)n(CC(O)CN2C(=O)c3ccccc3S2(=O)=O)c2ccccc12 (configuration not stated)	i	i	i	-12	i	10*	i	i	i	i	i
15	S=C(Nc1ccc(Cl)cc1)NC1CCN(Cc2ccccc2)CC1	i	i	i	-12	i	i	i	i	i	i	i
16	CCc1ccc(C(C(=O)NCc2ccccc2)N(C(=O)c2csnn2)C2CC2)cc1 (configuration not stated)	i	i	i	-8	i	i	i	i	i	i	i
17	COc1cc(C(F)(F)F)c(C(=O)N(C)c2ccc(Cl)cc2)cn1	i	i	i	-4	i	i	i	i	i	i	i
18	CCOc1ccccc1NC(=S)/C(=C(\[O-])c1ccc2c(c1)OCCO2)[n+]1ccc(CC)cc1	i	i	i	-9	i	i	i	i	i	i	i
19	Nn1c(SCc2cn3ccsc3n2)nnc1-c1ccncc1	i	i	i	-7	i	i	i	i	i	i	i
20	CCCCSc1nc2c(c(C(F)(F)F)c1C#N)CCC2	i	i	i	-11	-9.1*	i	i	i	i	i	i
21	COc1cccc(C(c2c(N)[nH]c(=S)[nH]c2=O)c2c(N)[nH]c(=S)[nH]c2=O)c1	i	i	i	-8	i	i	i	i	i	i	i
22	COc1cc(/C=C(\C#N)c2ccccn2)ccc1OCc1ccccc1	i	i	i	-10	i	i	i	i	i	i	i
23	CCN(CC)CCNC(=O)/C(=N\O)c1ccccn1	i	i	i	-11	i	i	i	i	i	i	i
24	C=CCN(C(=O)c1cc(C)cc(C)c1)C1(C(=O)Nc2ccccc2)CCN(C(C)C)CC1	i	i	i	-15	-9.2*	i	i	i	i	i	i
25	c1coc(-c2nnc(SCc3nc4ccccc4[nH]3)o2)c1	i	i	i	-11	i	i	i	i	i	i	i
26	O=C(Cc1cccs1)Nc1nnc(SCc2ccc(Br)cc2)s1	i	i	i	-11	i	i	i	i	i	i	i
27	CCc1ccccc1NC1=CC(=O)CC(C)(C)C1	i	i	i	-10	i	i	i	i	i	i	i
28	O=C(COc1ccc(Cl)cc1)Nc1ccccc1Cl	i	i	i	-9	i	i	i	i	i	i	i
29	O=C(CC(C(=O)O)c1cccc(Br)c1)c1ccc(Cl)cc1 (configuration not stated)	i	i	i	-13	i	i	i	i	i	i	i
30	CC(=O)Nc1cccc(C(=O)/C=C/c2ccco2)c1	i	i	i	-15	i	i	i	i	i	i	i
31	Nc1nonc1-n1nnc(C(=O)N/N=C/c2ccccc2)c1CSc1ccccc1	i	i	i	-7	i	i	i	i	i	i	i
32	O=C(Nc1cc(-c2ccccc2)[nH]n1)c1ccccc1	i	i	i	-6	i	i	i	i	i	i	i
33	Nc1nncn1C(=O)CCCN1C(=O)c2ccccc2C1=O	i	i	i	2	i	i	i	i	i	i	i
34	COCC(=O)N1CCC(Oc2ccc(C(=O)NCc3cnc(C)cn3)cc2)CC1	i	i	i	2	i	i	i	i	i	i	i
35	COc1cc(/C=c2\sc3n(c2=O)CCCN=3)ccc1O	i	i	i	-4	i	i	i	i	i	i	i
36	C=CCOC(=O)C1=C[C@@H](c2ccc(C(F)(F)F)cc2)C[C@@H](OCc2ccc(CO)cc2)O1	i	i	i	-12	i	i	i	i	i	i	i
37	CC1CC(C)CN(C(=O)Cc2c(C(=O)O)[nH]c3ccc(Cl)cc23)C1 (configuration not stated)	i	i	i	-9	i	i	i	i	i	i	i
38	COc1ccccc1C(=O)NNC(=O)c1ccc2ccccc2c1	i	i	i	-8	i	i	i	i	i	i	i
39	O=C(O)C1=CCCNC1	i	i	i	-4	i	i	i	i	i	i	i
40	COCC1CCN(Cc2cn[nH]c2-c2cc(OC)c(OC)c(OC)c2)CC1	i	i	i	-7	i	i	i	i	i	i	i
41	N/C(=N\OC(=O)CC1CCCCC1)c1cccc(Br)c1	i	i	i	-2	i	i	i	i	i	i	i
42	O=S(=O)(Nc1ccn(-c2ccccc2)n1)c1ccc(Br)cc1	i	i	i	-4	i	i	i	i	i	i	i
43	Cc1nc(N2CCOCC2)[nH]c(=O)c1[N+](=O)[O-]	i	i	i	-10	i	i	i	i	i	i	i
44	CCCCN(C)S(=O)(=O)c1cc2c3c(c1)CCC(=O)N3CCC2	i	i	i	-3	i	i	i	i	i	i	i
45	Nc1ccc(C(=O)OCC(=O)Nc2ccc([N+](=O)[O-])cc2C(F)(F)F)cc1	i	i	i	0	i	i	i	i	i	i	i
46	COCCCNC1=C(Cl)C(=O)c2ccccc2C1=O	i	i	i	-8	i	i	i	i	i	i	i
47	COc1cc(NC(=O)CSc2nc3ncnc(N)c3[nH]2)c(C(=O)O)cc1OC	i	i	i	-3	i	i	i	i	i	i	i
48	Cc1ccc(S(=O)(=O)NCc2ccc(C(=O)NCCCN3CCN(C)CC3)cc2)cc1	i	i	i	-10	i	i	i	i	i	i	i
49	Cc1ccc(C(=O)NNC(=O)C2CCN(S(=O)(=O)c3ccc(C)cc3)CC2)cc1	i	i	i	-8	i	i	i	i	i	i	i
50	COc1cc2c(cc1OC)CN(C(=O)/C=C/c1cc(OC)c(OC)c(OC)c1)CC2	i	i	i	-11	i	i	i	i	i	i	i

More compounds follow:
item	mol	RGS4 inh	TMEM16A act	KCNQ1 inh	hERG rescue	KCNK3 block	MrgX1 allo act	KCNQ1 act	RGS4 pot	MrgX1 agonist	KCNK9 inh	TMEM16A inh
51	COc1ccc(-n2ncc3c(=O)n(CC(=O)NC(C)C)cnc32)cc1	i	i	i	-2	i	i	i	i	i	i	i
52	Cc1nc(-c2coc3cc(O)c(C)cc3c2=O)cs1	i	i	i	-10	i	i	i	i	i	i	i
53	CSc1ccc(CN(C)CC(=O)NC(=O)NC(C)(C)C)cc1	i	i	i	-9	i	i	i	i	i	i	i
54	O=C(Nc1ccccc1NC(=O)c1csnn1)c1csnn1	i	i	i	-3	i	i	i	i	i	i	i
55	COc1ccc(S(=O)(=O)N(C(=O)C(C)C)c2ccc3oc(=O)sc3c2)cc1	i	i	i	-12	i	i	i	i	i	i	i
56	CCOC(=O)N1CCN(C(=O)CNS(=O)(=O)c2c(C)cc(C)cc2C)CC1	i	i	i	-5	i	i	i	i	i	i	i
57	CCC(C)NC(=O)/C=C/c1cccs1 (configuration not stated)	i	i	i	-7	i	i	i	i	i	i	i
58	COc1ccc(C(=O)NC2CCN(C(=S)Nc3ccccc3C)CC2)cc1	i	i	i	-8	i	i	i	i	i	i	i
59	CN(C)S(=O)(=O)c1cc(C(=O)NCc2ccccc2)c(Cl)cc1Cl	i	i	i	-20	i	i	i	i	i	i	i
60	O=C(O)c1ccc(Cn2cnc3scc(-c4ccccc4)c3c2=O)cc1	i	i	i	-8	i	i	i	i	i	i	i
61	CCOC(=O)CC(c1ccc([N+](=O)[O-])cc1)n1c(C)ccc1C (configuration not stated)	i	i	i	-9	i	i	i	i	i	i	i
62	COc1ccc(C2C(C(=O)Nc3cccc(C)n3)c3ccccc3C(=O)N2C)cc1OC (configuration not stated)	nt	i	nt	nt	i	i	nt	nt	i	nt	i
63	CSc1nc2sc3c(c2c(=O)[nH]1)CCC(C)C3 (configuration not stated)	i	i	i	-5	i	i	i	i	i	i	i
64	Cn1c(N)c(C(=O)CNC2CCCCC2)c(=O)n(C)c1=O	i	i	i	-3	i	i	i	i	i	i	i
65	COc1ccc(-n2nc(C(=O)NCC(=O)N3CCN(c4ccccn4)CC3)c3ccccc3c2=O)cc1Cl	i	i	i	-5	i	i	i	i	i	i	i
66	Cn1nnc(NC(=S)NC(=O)c2ccccc2)n1	i	i	i	-6	i	i	i	i	i	i	i
